Compound activity (PubChem)
CYP2C9 act: human CYP2C9 activators, primary screen, biochemical, luminescence | recombinant CYP2C9, luciferin-H conversion; hits give high values; factor 1 = untreated enzyme, 0 = blocked | activation factor at 5 µM | AID 1024, 2008 | 1.4% of 96,000 active;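 active = activation factor of 2 or more for CYP2C9 at a 5 µM dose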;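 note: 0 = sulfaphenazole-blocked wells and 1 = vehicle-only wells; values of inactives mirror those of a sister screen read the other way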
CYP2C19 inh: blockers of cytochrome P450 2C19 activity – biochemical, luminescence, ADME assay, primary screen; 21% of 96,000 active; CYP2C19 Supersomes, luciferin-H EGE luminescence, 30 min; AID 778, 2007; inhibition, % at 5 µM;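 active = CYP2C19 inhibition above a set limit at 5 µM in the primary screen, cut at about 50% in these data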;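 note: plate controls were negative control wells for no effect and 2.5 mM tranylcypromine positive control for full effect; values of inactives mirror those of a sister screen read the other way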
Target sequence (P33261 whole entry, looked up): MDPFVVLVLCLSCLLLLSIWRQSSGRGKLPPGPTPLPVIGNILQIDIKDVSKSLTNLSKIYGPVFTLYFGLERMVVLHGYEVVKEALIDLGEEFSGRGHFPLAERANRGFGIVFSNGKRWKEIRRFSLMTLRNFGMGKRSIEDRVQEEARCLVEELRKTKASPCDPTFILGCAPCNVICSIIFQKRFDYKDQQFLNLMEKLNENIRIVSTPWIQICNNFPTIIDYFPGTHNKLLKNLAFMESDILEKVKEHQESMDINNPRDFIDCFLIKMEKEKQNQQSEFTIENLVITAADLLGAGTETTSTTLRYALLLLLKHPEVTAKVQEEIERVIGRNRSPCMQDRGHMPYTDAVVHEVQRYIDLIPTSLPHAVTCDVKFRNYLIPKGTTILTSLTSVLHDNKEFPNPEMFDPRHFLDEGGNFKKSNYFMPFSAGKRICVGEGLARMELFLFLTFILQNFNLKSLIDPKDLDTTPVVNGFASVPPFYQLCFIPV
CYP2C9 inhib: blockers of cytochrome P450 2C9 activity – biochemical, luminescence, ADME assay, primary screen; inhibition, % at 5 µM; AID 777, 2007; 20% of 96,000 active; CYP2C9 Supersomes, luciferin-H conversion; P11712;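 active = blocking of liver enzyme CYP2C9 beyond about 50% at 5 µM, limit read from the data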; note: values of inactives mirror those of a sister screen read the other way
EphB4 antag: EphB4-ephrin-B2 interaction antagonists, primary screen, biochemical, TNYL-RAW peptide probe, fluorescence polarization; EphB4 LBD / TNYL-RAW-Alexa532 peptide; AID 720, 2007; Ephrin type-B receptor 4 (Homo sapiens), P54760; 0.15% of 97,000 active; inhibition, % at 7 µM;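 active = inhibition above the screen-wide mean inhibition plus 3 SD, cut at about 15% in these data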;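 note: 0% = DMSO wells and 100% = excess unlabeled TNYL-RAW peptide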
Rev-RRE block: HIV-1 Rev-RRE binding inhibitors, primary screen, biochemical, FRET, protein-RNA interaction. P05866. Rev peptide-RRE RNA binding. inhibition, % at 8 µM. 0.79% of 97,000 active;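 active = inhibition above the screen-wide mean plus 3 SD, cut at about 35% in these data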;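 note: 0% = median DMSO wells and 100% = median Neomycin B control wells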
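Probe or stimulus: fluorescein-Rev peptide as binding partner; assay system: Cy5-tagged RRE RNA duplex with fluorescein-tagged Rev peptide; timing: 5 min compound–RNA preincubation, then 15 min with peptide, 25 °C; medium: HEPES pH 7.5 buffer with KCl, MgCl2, NaCl and EDTA; signal: fluorescein-to-Cy5 FRET, 480 nm excitation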
PLK1 inh: human PLK1 kinase inhibitors, primary screen, biochemical, TR-FRET; Serine/threonine-protein kinase PLK1 (Homo sapiens), P53350; recombinant PLK1 kinase, TR-FRET peptide phosphorylation; inhibition, % at 10 µM; 0.53% of 97,000 active;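 active = inhibition of 50% or more in the single-concentration screen; inactive = inhibition below 50%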;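 note: 0% = DMSO max control and 100% = H-89 dihydrochloride min control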
Target sequence (P53350 whole entry, looked up): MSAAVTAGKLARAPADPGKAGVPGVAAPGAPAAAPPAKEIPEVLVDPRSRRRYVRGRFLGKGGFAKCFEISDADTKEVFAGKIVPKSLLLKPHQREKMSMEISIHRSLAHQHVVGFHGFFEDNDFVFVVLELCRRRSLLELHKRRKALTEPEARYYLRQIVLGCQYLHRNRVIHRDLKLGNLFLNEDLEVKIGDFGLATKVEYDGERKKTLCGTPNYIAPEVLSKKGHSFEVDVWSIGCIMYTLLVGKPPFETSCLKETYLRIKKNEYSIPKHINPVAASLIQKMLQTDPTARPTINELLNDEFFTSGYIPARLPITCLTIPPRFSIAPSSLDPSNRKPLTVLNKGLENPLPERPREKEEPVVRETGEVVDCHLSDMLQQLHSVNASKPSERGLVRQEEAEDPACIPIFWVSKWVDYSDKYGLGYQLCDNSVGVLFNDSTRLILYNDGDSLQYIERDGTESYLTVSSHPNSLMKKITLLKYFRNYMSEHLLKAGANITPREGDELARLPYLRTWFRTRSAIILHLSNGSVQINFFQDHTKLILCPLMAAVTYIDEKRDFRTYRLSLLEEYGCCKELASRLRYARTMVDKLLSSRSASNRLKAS
PLAP act: PLAP enzyme activators, biochemical, luminescence, HTS | purified PLAP enzyme, luminescent substrate read-out; hits give high values | Alkaline phosphatase, placental type (Homo sapiens), P05187 | activation fold at 20 µM | 1.2% of 96,000 active; in the data active = activation fold above about 2
Plk1 PBD FP: Plk1 polo box domain binding inhibitors, primary screen, biochemical, fluorescence polarization | AID 693, 2007 | Plk1 PBD phosphopeptide binding | 0.13% of 97,000 active | inhibition, %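 (tested at about 20 µM)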; in the data active = inhibition above about 34%, passing the limit was not always enough
CYP2C19 activ: human CYP2C19 activators, primary screen, biochemical, luminescence | recombinant CYP2C19, luciferin-H EGE luminescence; hits give high values; 0 = fully inhibited enzyme, 1 = untreated enzyme | AID 1025, 2008 | activation factor at 5 µM | 96,000 tested, under 10 active;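 active = activation factor of at least 2 at 5 µM in the primary screen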;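 note: 0 = wells with 2.5 mM tranylcypromine and 1 = vehicle-only wells; values of inactives mirror those of a sister screen read the other way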
* = called active by the depositor; · = no result given.

CYP2C9 act | CYP2C19 inh | CYP2C9 inhib | EphB4 antag | Rev-RRE block | PLK1 inh | PLAP act | Plk1 PBD FP | CYP2C19 activ | structure
1 | 19.8 | 0.4 | 0.8 | -3.3 | 0.1 | 1.2 | -2.9 | 0.8 | O=C(c1cc(S(=O)(=O)N2CCOCC2)c(Cl)cc1Cl)N1CCCCC1
1.2 | 4.8 | -19.6 | 3.2 | 7.5 | -6.9 | 1.1 | 13.4 | 1 | O=C(CCCNS(=O)(=O)c1cccc2nsnc12)NCc1ccc(F)cc1
0.1 | -0.7 | 86.0* | 0.2 | 4.6 | -15.2 | 0.9 | -7.3 | 1 | O=C1C(=O)N(Cc2cccnc2)C(c2ccccn2)/C1=C(/O)c1ccc(Br)cc1 (stereo unspecified)
0.9 | 24.3 | 10.3 | -4.6 | 0.4 | -7.9 | 1.2 | 6.5 | 0.8 | CCn1c(SCC(=O)OCc2ccccc2)nc2c1c(=O)n(C)c(=O)n2C
0.8 | 52.1* | 23.1 | -1.6 | 3.6 | -10.0 | 0.9 | 22.3 | 0.5 | COc1ccc(OC(C)C(=O)N2CCc3ccccc3C2)cc1 (stereo unspecified)
1.4 | 17.4 | -36.1 | -4.6 | -0.1 | -3.7 | 1.1 | -17.8 | 0.8 | CC(C)(C)C(=O)NC1CCN(S(=O)(=O)c2ccccc2F)CC1
1 | 42.2 | -2.9 | -4.1 | 12.9 | -1.7 | 0.8 | -10.7 | 0.6 | CCOc1ccc(S(=O)(=O)NCCSCc2ccco2)cc1
0.4 | 82.1* | 56.1* | -2.5 | 15.9 | -8.1 | 0.8 | -14.6 | 0.2 | COc1ccc(CCN2C(=NC(=O)CC(C)C)SC3CS(=O)(=O)CC32)cc1 (stereo unspecified)
1.1 | 5.8 | -13.7 | · | · | · | 0.9 | · | 0.9 | COc1ccccc1NC(=O)C(C)Sc1nnnn1C (stereo unspecified)
0.6 | 88.2* | 41.3 | -2.5 | 6.6 | -8.5 | 1.2 | 22.0 | 0.1 | CCn1c(SCC(=O)OC2CCCCC2)nnc1-c1ccncc1
1.1 | -4.5 | -9.0 | 9.5 | 17.0 | 0.2 | 2.4* | -24.4 | 1 | CCCCCN(C(=O)CN(C)Cc1ccc(OC)cc1OC)c1c(N)n(CCCC)c(=O)[nH]c1=O
1.2 | 25.8 | -18.9 | -0.5 | 2.7 | -6.8 | 1 | -12.6 | 0.7 | C=CCN(CC=C)C(=O)Cc1ccc(F)cc1
1.1 | -10.7 | -9.3 | -1.0 | 3.7 | -8.2 | 1.1 | 17.2 | 1.1 | CCOC(=O)CNc1nc(OCC#N)nc(N2CCOCC2)n1
0.8 | 8.5 | 21.0 | 2.0 | 7.3 | -107.1 | 0.8 | 3.0 | 0.9 | CCOC(=O)c1c(C)c(C#N)c2c3ccccc3ccn12
1 | 2.5 | 2.0 | -1.5 | -3.2 | -9.0 | 1.1 | -20.1 | 1 | COc1ccc(N=C2C(=Nc3ccc(OC)cc3)N(c3ccc(N(C)C)cc3)C(=S)N2c2ccc(OC)cc2)cc1
0.7 | 99.4* | 32.8 | -3.8 | -6.1 | -8.3 | 1.9 | -7.8 | 0 | CCn1c(SCc2nc3ccccc3[nH]2)nnc1-c1cccs1
1 | 30.0 | -2.1 | 0.7 | 4.0 | -6.7 | 1.4 | 5.1 | 0.7 | CCS(=O)(=O)N1CCN(CC2CC3C=CC2C3)CC1 (stereo unspecified)
0.9 | 28.4 | 10.4 | · | · | · | 1 | · | 0.7 | CC(C)(Oc1ccc(Cl)cc1)C(=O)OCC(=O)N1CCCC1
0.1 | 66.3* | 90.3* | -0.6 | 9.1 | -1.3 | 1.1 | -16.6 | 0.3 | CCOC(=O)C1=C(O)/C(=C/c2ccc(CNC(=O)C(=O)Nc3ccc(C)cc3)o2)N=C1C
1.7 | -2.3 | -68.2 | 1.9 | -0.7 | -7.0 | 1 | 1.4 | 1 | CC1(C)CC(=O)C(C=Nc2ccc(O)cc2)=C(O)C1
0.8 | 50.4* | 24.2 | 3.1 | 1.4 | -9.0 | 1.2 | 10.9 | 0.5 | COC(=O)CSc1nc(NC(C)C)nc(N2CCOCC2)n1
0.7 | 18.2 | 29.8 | 3.9 | 2.8 | -5.8 | 1 | 5.6 | 0.8 | CCOc1ccc(NC(=O)C2CCC(CNc3c(N4CCOCC4)c(=O)c3=O)CC2)cc1 (stereo unspecified)
· | · | · | -3.9 | 0.7 | -13.4 | · | -17.6 | · | Cc1cccc(-n2nnc(C(=O)NCc3ccccc3)c2N)c1
· | · | · | -0.2 | 3.3 | -8.2 | · | -1.5 | · | COCCNC(=O)CCSc1nc(-c2ccc(OC)cc2)cc(C(F)(F)F)n1

An excerpt from above, limited to CYP2C9 inhib.
| molecule | CYP2C9 inhib |
| --- | --- |
| COc1ccc(N=C2C(=Nc3ccc(OC)cc3)N(c3ccc(N(C)C)cc3)C(=S)N2c2ccc(OC)cc2)cc1 | 2.0 |
| O=C1C(=O)N(Cc2cccnc2)C(c2ccccn2)/C1=C(/O)c1ccc(Br)cc1 (stereo unspecified) | 86.0* |

Next part.
CYP2C9 act | CYP2C19 inh | CYP2C9 inhib | EphB4 antag | Rev-RRE block | PLK1 inh | PLAP act | Plk1 PBD FP | CYP2C19 activ | structure
1 | -0.8 | -2.1 | 4.4 | 5.7 | -8.5 | 0.9 | -19.1 | 1 | CN(C)CCCNc1c(C(=O)O)cnc2c1cnn2C
0.7 | 39.9 | 32.2 | -7.5 | -1.4 | -11.3 | 1.1 | -14.6 | 0.6 | CC1=CCC2C(=O)N(Cc3ccccc3)C(=O)C2C1 (stereo unspecified)
1.1 | 0.5 | -8.5 | -0.4 | 4.7 | -7.3 | 1.9 | -12.3 | 1 | Cc1cc([N+](=O)[O-])nn1CC(=O)NNC(=S)Nc1ccc(F)cc1
0.6 | 37.6 | 44.1 | -4.7 | 10.4 | -4.7 | 1 | -7.2 | 0.6 | Cc1cc2ncn(C(=O)c3c(-c4ccccc4Cl)noc3C)c2cc1C
0.9 | 4.9 | 11.1 | -5.8 | 5.9 | 2.6 | 1.4 | 17.2 | 1 | CC(C)(C)c1ccc(C(=O)N2CCC(C(=O)NCC3CCCO3)CC2)cc1 (stereo unspecified)
0.3 | 44.9 | 69.5* | -6.3 | 5.1 | -8.3 | 0.9 | -12.5 | 0.6 | Cc1cccc(-n2ccnc2SCC(=O)Nc2ccc3c(c2)OCCO3)c1
1 | 6.5 | -3.0 | -4.6 | 8.9 | 0.9 | 1.5 | 0.4 | 0.9 | O=C1CCCN1CCC1CCN(C2CC(=O)N(Cc3ccc(N4CCCC4=O)cc3)C2=O)CC1 (stereo unspecified)
3* | 89.4* | -197.8 | -2.6 | 4.4 | -28.2 | 0.9 | -6.5 | 0.1 | CCOc1ccc(S(=O)(=O)NCCOC)cc1C
· | · | · | -2.3 | 4.1 | -10.9 | · | -9.2 | · | COc1ccc(CCNc2nc(C)cc(=O)[nH]2)cc1OC
0.7 | 34.3 | 31.2 | -1.9 | 7.1 | -2.5 | 0.8 | 5.5 | 0.7 | O=C(CSc1ncnc2sc3c(c12)CCCCC3)NCc1ccco1
1.4 | 6.7 | -37.7 | · | · | · | 1.1 | · | 0.9 | O=C(CNS(=O)(=O)c1cccc2nsnc12)NC1CCCCC1
1 | -12.3 | -3.8 | -0.1 | 21.2 | -12.6 | 1 | 3.7 | 1.1 | CC(=O)Oc1ccccc1N1C(=O)c2ccc(C(=O)O)cc2C1=O
0.2 | 87.1* | 77.7* | 0.7 | 2.8 | -15.5 | 1.2 | -0.8 | 0.1 | Cc1ccc(CCNC(=O)C2CCCN(S(=O)(=O)c3cnc[nH]3)C2)cc1 (stereo unspecified)
1 | 6.4 | 1.5 | 3.6 | 9.9 | 0.5 | 1 | -21.8 | 0.9 | CCCc1cc(=O)[nH]c(SCCOc2ccc(Cl)cc2)n1
1 | 25.9 | 3.1 | -5.9 | 5.7 | -18.1 | 1 | 24.9 | 0.7 | FC(F)(F)c1nc2ccccc2n2c(-c3ccc(Cl)cc3Cl)nnc12
1 | -6.7 | 4.4 | 0.3 | 4.4 | -4.7 | 1.2 | -32.5 | 1.1 | CN(C)c1nc(Nc2ccc(Cl)cc2)nc(OCC#N)n1
1 | 3.7 | 1.0 | 7.3 | 8.7 | -11.0 | 0.9 | -2.2 | 1 | C=CCn1cc(C(=O)OC)c(=O)c2cc(S(=O)(=O)N(CC)CC)ccc21
0.6 | 38.3 | 35.4 | 1.9 | 0.2 | -5.3 | 1 | -43.9 | 0.6 | Cc1ccccc1C(=O)N1CCN(c2ncnc3c2cnn3-c2ccccc2)CC1
1.1 | 8.5 | -12.8 | -2.3 | 4.8 | -9.0 | 1 | 18.0 | 0.9 | CS(=O)(=O)N1CCCC(C(=O)NCc2ccc(F)cc2Cl)C1 (stereo unspecified)
0.7 | 11.9 | 31.8 | 0.0 | 5.4 | -1.7 | 1.2 | 19.8 | 0.9 | CC1(C)CC(O)(CCNCc2ccc3c(c2)OCO3)CCO1 (stereo unspecified)
· | · | · | 1.5 | 3.1 | -5.1 | · | 11.2 | · | O=C(O)C1CCC(CNCc2cccnc2)CC1 (stereo unspecified)
0.9 | 6.0 | 13.8 | -8.2 | -7.2 | -10.5 | 1 | -4.1 | 0.9 | COc1ccc(-n2c(CNc3ccc(C)cc3)nnc2SCC(=O)Nc2nc(-c3ccccc3)cs2)cc1
1 | -14.9 | -2.0 | -6.1 | 2.7 | -15.4 | 1 | 1.7 | 1.1 | Cn1nc(C(=O)NCC2CCCO2)c2ccccc2c1=O (stereo unspecified)
0.3 | 2.0 | 72.3* | -4.2 | -3.1 | -10.3 | 1.1 | 15.8 | 1 | O=C(O)c1ccccc1NC(=S)NC(NC(=O)c1ccccc1[N+](=O)[O-])C(Cl)(Cl)Cl (stereo unspecified)
0.8 | 4.5 | 16.6 | -3.6 | -2.4 | -2.1 | 1 | -4.5 | 1 | CCOC(=O)c1c(C)[nH]c(C(=O)OCC(=O)Nc2cc(Cl)ccc2OC)c1C
0.4 | 50.8* | 63.0* | -0.1 | 8.5 | -0.1 | 0.9 | -11.8 | 0.5 | CCN(CC)S(=O)(=O)c1cc([N+](=O)[O-])ccc1NNC(=O)Nc1ccccc1OC
1.1 | -5.2 | -6.5 | · | · | · | 1.3 | · | 1.1 | CCOC(=O)N1CCC(NC(=O)C(NS(=O)(=O)c2ccc3c(c2)CCN3C(C)=O)C(C)C)CC1 (stereo unspecified)

3 entries from above, with two lines to a compound.
Results follow in this order: CYP2C9 act, CYP2C19 inh, CYP2C9 inhib, EphB4 antag, Rev-RRE block, PLK1 inh, PLAP act, Plk1 PBD FP, CYP2C19 activ
- Cc1ccccc1C(=O)N1CCN(c2ncnc3c2cnn3-c2ccccc2)CC1
    0.6, 38.3, 35.4, 1.9, 0.2, -5.3, 1, -43.9, 0.6
- CS(=O)(=O)N1CCCC(C(=O)NCc2ccc(F)cc2Cl)C1 (stereo unspecified)
    1.1, 8.5, -12.8, -2.3, 4.8, -9.0, 1, 18.0, 0.9
- CC1(C)CC(O)(CCNCc2ccc3c(c2)OCO3)CCO1 (stereo unspecified)
    0.7, 11.9, 31.8, 0.0, 5.4, -1.7, 1.2, 19.8, 0.9
